Runt-CBFb FRET – inhibitors of RUNX1 Runt–CBFb binding, primary screen, biochemical, FRET, Cerulean-Runt, Venus-CBFb, uHTS; 220,000 compounds, 0.46% hits; Runt-related transcription factor 1 (Homo sapiens) + Core-binding factor subunit beta …; inhibition, % at 20 µM; Cerulean-Runt/Venus-CBFb FRET ratio 530/480, 1 h;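 active = inhibition over about 50% at 20 µM in the single-dose screen, limit read from the data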;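 also: 0% = DMSO wells and 100% = excess unlabeled CBFb competitor control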
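Reagent – Venus-CBFb binding partner, 100 nM · Assay system – Cerulean-tagged RUNX1 Runt domain (FRET donor) fusion protein · Input – 100 nM per protein · Incubation – two 1 h room-temperature incubations shielded from light · Measured by – FRET fluorescence · Medium – Tris buffer pH 7.5 with salts and BSA · Benchmarks – unlabeled CBFb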
KLK5 inh – human KLK5 protease inhibitors, primary screen, biochemical, 1536-well | Kallikrein-5 (Homo sapiens), Q9Y337 | recombinant hK5, fluorogenic AMC substrate cleavage | inhibition, % at 5 µM | 210,000 compounds, 0.59% hits;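 active = inhibition of 40% or more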;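 also: 0% = enzyme controls without compound and 100% = no-enzyme blanks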
Target sequence (Q9Y337 67-293 limits assumed): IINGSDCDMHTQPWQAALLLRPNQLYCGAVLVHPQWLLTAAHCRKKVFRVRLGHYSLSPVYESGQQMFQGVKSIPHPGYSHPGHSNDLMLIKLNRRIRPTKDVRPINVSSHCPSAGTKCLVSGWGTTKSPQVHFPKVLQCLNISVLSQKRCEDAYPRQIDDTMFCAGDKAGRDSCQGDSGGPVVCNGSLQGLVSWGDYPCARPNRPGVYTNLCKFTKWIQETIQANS
14-3-3 Bad inh – inhibitors of 14-3-3 zeta/Bad binding, primary screen, biochemical, TR-FRET, bovine 14-3-3 zeta. inhibition, % at 21.7 µM. TR-FRET 14-3-3zeta/Dy647-pBad peptide displacement, 1 h. 14-3-3 protein zeta/delta (Bos taurus), P63103. 220,000 compounds, 0.71% hits;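 active = inhibition above about 70%, limit read from the data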;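 also: 0% = full 14-3-3 plus peptide FRET controls and 100% = background without 14-3-3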
Target sequence (P63103 whole entry, looked up): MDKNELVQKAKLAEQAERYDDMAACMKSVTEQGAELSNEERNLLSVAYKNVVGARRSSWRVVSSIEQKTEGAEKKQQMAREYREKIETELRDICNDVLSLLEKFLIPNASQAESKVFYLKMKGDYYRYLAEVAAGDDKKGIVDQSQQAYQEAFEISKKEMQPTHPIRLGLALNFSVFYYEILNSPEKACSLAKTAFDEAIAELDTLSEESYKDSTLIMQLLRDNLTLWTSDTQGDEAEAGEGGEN
FXIa inh – human FXIa protease inhibitors, primary screen, biochemical, 1536-well; Coagulation factor XI (Homo sapiens), P03951; purified FXIa, Boc-Glu-Ala-Arg-AMC fluorogenic substrate; inhibition, % at 5 µM; 220,000 compounds, 0.14% hits;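 active = inhibition of at least 40%; inactive = inhibition below 40%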;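 also: fluorescence of freed AMC excited at 355 nm; 0% = enzyme without compound and 100% = no enzyme blank; many of its hits are not listed in these tables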
Wee1 stabilizer – Wee1 degradation inhibitors, primary screen, cell-based, HeLa, Wee1K328M-luciferase, luminescence; HeLa Luc-Wee1K328M stability; 100% = proteasome inhibitor MG132 effect; reporter increase, % at 5 µM; 220,000 compounds, 1.2% hits;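 active = activation above the mean of all tested compounds plus 3 SD, set per screening run, cut at about 8.8% in these data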;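 also: cells exposed to compound for 20 h before luminescence read; 0% = DMSO alone and 100% = MG132 at 30 µM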
thrombin 1536 – human alpha-thrombin inhibitors, primary screen, counter-screen for coagulation protease inhibitor project, biochemical, 1536-well, fluorogenic AMC substrate. Boc-VPR-AMC fluorogenic substrate cleavage. inhibition, % at 5 µM. 220,000 compounds, 0.26% hits. AID 1046, 2008;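 active = inhibition at or above 40%; inactive = inhibition below 40%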;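 also: 0% = enzyme with no compound and 100% = wells without enzyme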
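System: Human alpha-thrombin protein | Medium: pH 7.5 Tris (50 mM) with NaCl 150 mM, Tween 20 0.05% | Times: Enzyme reaction carried out at room temperature | Detection: AMC fluorescence, 355/460 nm | Evaluation: Percent inhibition scaled between no-compound controls and no-enzyme blanks | Benchmarks: Enzyme without compound as high, wells lacking enzyme as low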
Hck-Nef inh – inhibitors of Nef-activated human Hck kinase, primary screen, biochemical, Z-Lyte FRET, 384-well, Hck-YEEI; Tyrosine-protein kinase HCK (Homo sapiens), P08631; Recombinant Hck-YEEI plus Nef, Z-Lyte FRET kinase assay; inhibition, % at 20 µM; 220,000 compounds, 0.68% hits;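 active = Hck-Nef kinase inhibition above about 50%, limit read from the data; inactive = inhibition below that limit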;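 also: 0% = DMSO with Hck plus Nef and 100% = Hck alone without Nef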
Runt-SMMHC FRET – inhibitors of RUNX1 Runt–CBFb-SMMHC binding, primary screen, biochemical, FRET, Cerulean-Runt, Venus-CBFb-SMMHC, uHTS | 220,000 compounds, 0.74% hits | inhibition, % at 20 µM | Cerulean-Runt/Venus-CBFb-SMMHC FRET ratio 530/480, 1 h | Runt-related transcription factor 1 (Homo sapiens) + Core-binding factor subunit beta …;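 active = mean inhibition across duplicate retests at 20 µM reaching about 50%, limit read from the data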;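 also: 0% = DMSO wells and 100% = wells with excess untagged CBFb-SMMHC; inhibitors lower the FRET ratio by blocking Runt binding to CBFb-SMMHC; some results filed as inactive read as strong as hits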
FXIIa inh – human FXIIa protease inhibitors, primary screen, biochemical, 1536-well. Coagulation factor XII (Homo sapiens), P00748. purified FXIIa, Boc-QGR-AMC fluorogenic substrate, 2 h. inhibition, % at 5 µM. 220,000 compounds, 0.3% hits. AID 800, 2007; in the data active = inhibition above about 40%;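 also: 0% = enzyme with no compound and 100% = blank without enzyme; many of its hits are not listed in these tables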
An asterisk follows results filed as active; x = no result given; [ ] = another dose, or the depositor's remark. Random draw from the library (roughly 4.2% active in at least one column).

SMILES,Runt-CBFb FRET,KLK5 inh,14-3-3 Bad inh,FXIa inh,Wee1 stabilizer,thrombin 1536,Hck-Nef inh,Runt-SMMHC FRET,FXIIa inh
NC(=O)CSC1=Nc2ccccc2C2=NC(c3ccccc3)C(=O)N12 (stereo not drawn),5,-2,16,-1,-2,10,25,1,6
CC(=NCCc1c(C)[nH]c2ccc(OCc3ccccc3)cc12)C1=C(O)CC(c2ccccc2)CC1=O (stereo not drawn),-2,1,-13,15,-1,x,22,1,10
CC(C)[C@H](NC(N)=O)C(=O)Nc1ccc2c(c1)CCC2,-1,-18,-8,-9,2,-15,-25,5,8
CCOC(=O)c1sc(S(C)(=O)=O)c2c1CCc1conc1-2,4,2,0,-1,1,0,24,0,5
COc1ccc(C2NC(=O)NC(O)(C(F)(F)F)C2C(=O)c2ccccc2)cc1OC (stereo not drawn),1,-18,-7,-19,-1,-3,2,-2,0
CS(=O)(=O)N1N=C(c2ccc(Cl)cc2)CC1c1cccs1 (stereo not drawn),1,-15,-8,-10,5,0,-20,1,-5
Cc1ccnn1CC(=O)N/N=C/c1cccs1,3,-20,-3,5,-1,-1,1,1,11
CC(=O)NC(CCS(C)(=O)=O)C(=O)Nc1nccs1 (stereo not drawn),-3,-19,0,-15,-1,8,2,5,0
CCCCn1nnc(NC(=O)c2cc3ccccc3o2)n1,-1,-11,0,28,-1,-2,7,-2,16
COC(=O)c1ccc(Oc2c(C(F)(F)F)oc3c(CN4CCN(C)CC4)c(O)ccc3c2=O)cc1,-9,0,-4,0,3,2,-1,-31,7
O=C(CCCC(=O)N(CC(=O)NC1CCCC1)Cc1ccccc1)Nc1ccccn1,0,-17,5,-2,0,-1,0,-8,11
COC(=O)c1sccc1NC(=O)CN(C)NS(=O)(=O)c1ccc([N+](=O)[O-])cc1,1,-13,-6,-1,-1,2,1,4,11
Cc1cccc(NC(=O)C2CCCC2)c1,-3,-5,-2,4,4,0,-10,8,14
COc1ccc(Cn2nnnc2C(c2cc3ccc(OC)cc3[nH]c2=O)N2CCCCCC2)cc1 (stereo not drawn),13,5,7,1,1,4,2,17,12
CN(C)c1ccnc(-n2cccc2/C=N/OCc2cccc(F)c2)c1C#N,2,-3,80*,-2,-1,5,0,0,17
CSc1ccc(/C=N\NC(=O)CNc2ccc(C)cc2)cc1,2,-5,-6,0,-1,3,0,-6,15
Nc1ccc2nc(C3CCCCC3)[nH]c2c1,0,-1,26,-4,8,-8,14,0,2
Cc1c2c(n3c(nc4ccccc43)c1C#N)N(CCN(C)C)CC2,19,-4,-16,-10,-4,-18,55*,91*,-2
COCc1ccc(C(=O)Nc2ccc(C(=O)O)cc2)o1,4,-3,0,-4,2,-8,23,0,0
Cc1ccc(CNC(=O)CSc2nc3ccsc3c(=O)n2Cc2ccccn2)cc1,0,0,-13,-3,-2,-7,24,2,6
CC(c1ccon1)N(C)Cc1cn(C)nc1-c1ccc2c(c1)OCCO2 (stereo not drawn),3,-3,4,-5,1,-8,6,-1,2
CCOc1ccc(NC(=S)N(CCc2c(C)[nH]c3ccc(C)cc23)Cc2ccncc2)cc1,-9,-4,-2,6,0,3,-3,-3,11
CCC(=O)N1CCc2cc(S(=O)(=O)NCCN3CCC(C)CC3)ccc21,0,-11,7,-7,-1,-5,0,-1,0
CCCn1c(SCC(=O)NCc2cccs2)nc2c1c(=O)n(C)c(=O)n2C,-1,-12,16,4,-2,-10,0,-3,4
CC1=CC(=NOC(=O)c2cccc([N+](=O)[O-])c2)C=C(C)C1=O,0,-6,7[fluorescence artefact?],4,0,2,-20,2,37
COCC(=O)Nc1ccc(-c2cn3cccnc3n2)cc1,0,-346,11,-7,-1,-15,10,0,-17
COC(=O)[C@H](C)NC(=O)Nc1cccc(Br)c1,1,2,0,-1,4,3,9,3,14
COc1ccc(S(=O)(=O)N2CCOCC2)cc1NC(=O)CCc1c[nH]c2ccccc12,2,3,2,0,1,10,8,2,12
CC1=CC=CN2C1=NC(=O)CC2(C)C(=O)N(CC(=O)NC1CCCC1)c1ccccc1C (stereo not drawn),-2,-16,-2,-6,-1,-1,1,-2,-5
CC1(C)Cc2sc3c(=O)[nH]c(=S)[nH]c3c2CO1,27,3,-1,3,-1,-3,2,4,10
COC(=O)CSC1=NS(=O)(=O)c2ccccc21,-5,-21,21[fluorescence artefact?],0,1,-10,2,-4,6
Cc1nnc2sc(-c3ccncc3)nn12,-1,-2,x,2,3,0,0,5,10
Cc1ccc2c(c1)N(CCCC(=O)NCCC1=CCCCC1)C(=O)CO2,-5,-3,17,7,6,-4,3,-2,4
CC(C)(C)N(NC(=O)Nc1ccccc1)C(=O)c1ccccc1,-1,-16,-16,4,6,-9,2,9,14
COc1ccccc1/C=C/C(=O)OCC(=O)c1c(N)n(C)c(=O)n(C)c1=O,-4,-14,-5,-3,0,-8,4,1,8
C=CCn1c(N)c(C(=O)NC2CCCCC2)sc1=S,1,3,3,-1,-2,0,9,12,12
CC(C)NC(=O)CCCC(=O)NC(C)C,0,-25,-17,-3,0,-3,3,1,2
O=S(=O)(NCC1CCCO1)c1ccc(Cl)c(C(F)(F)F)c1 (stereo not drawn),-1,4,7,-6,-1,-4,-4,3,-20
Cc1[nH]c(=S)c(C#N)c(C)c1C(=O)Nc1ccccc1,1,17,9,5,2,-2,-2,3,14
O=C(NCC1CCCCC1)c1ccco1,2,1,6[fluorescence artefact?],-2,-2,-7,1,0,-10
COc1ccc(-n2c(=S)[nH]c3cc(C(=O)NC4CCCCC4)ccc3c2=O)c(OC)c1,0,x,6,-2,0,-3,-5,1,5
CSc1ncccc1C(=O)NCCc1ccccc1,0,-5,-5,-5,-2,-9,-14,-1,3
C=CCNC(=O)CCCOc1ccc(C)cc1,3,-8,26[fluorescence artefact?],-5,0,0,0,-1,17
CN(C)CCCN(C(=O)CCSc1ccccc1)c1nc2cc3c(cc2s1)OCO3,4,-10,-15,-3,-1,2,19,3,3
O=C(O)CSc1c[nH]c2ccccc12,2,-1,-5,-4,2,-6,-10,1,-2
Cc1c(Cl)cccc1-n1c(SCC(=O)N(C)Cc2ccccc2)nnc1-c1ccncc1,-1,-3,9,2,0,-1,-14,-1,3

Exported with each value named: 4 of the compounds above.
Cc1[nH]c(=S)c(C#N)c(C)c1C(=O)Nc1ccccc1
  Runt-CBFb FRET: 1
  KLK5 inh: 17
  14-3-3 Bad inh: 9
  FXIa inh: 5
  Wee1 stabilizer: 2
  thrombin 1536: -2
  Hck-Nef inh: -2
  Runt-SMMHC FRET: 3
  FXIIa inh: 14

O=C(NCC1CCCCC1)c1ccco1
  Runt-CBFb FRET: 2
  KLK5 inh: 1
  14-3-3 Bad inh: 6[fluorescence artefact?]
  FXIa inh: -2
  Wee1 stabilizer: -2
  thrombin 1536: -7
  Hck-Nef inh: 1
  Runt-SMMHC FRET: 0
  FXIIa inh: -10

COc1ccc(-n2c(=S)[nH]c3cc(C(=O)NC4CCCCC4)ccc3c2=O)c(OC)c1
  Runt-CBFb FRET: 0
  KLK5 inh: x
  14-3-3 Bad inh: 6
  FXIa inh: -2
  Wee1 stabilizer: 0
  thrombin 1536: -3
  Hck-Nef inh: -5
  Runt-SMMHC FRET: 1
  FXIIa inh: 5

CSc1ncccc1C(=O)NCCc1ccccc1
  Runt-CBFb FRET: 0
  KLK5 inh: -5
  14-3-3 Bad inh: -5
  FXIa inh: -5
  Wee1 stabilizer: -2
  thrombin 1536: -9
  Hck-Nef inh: -14
  Runt-SMMHC FRET: -1
  FXIIa inh: 3

Random excerpt: two compounds from above, in no set order.
SMILES,Runt-CBFb FRET,KLK5 inh,14-3-3 Bad inh,FXIa inh,Wee1 stabilizer,thrombin 1536,Hck-Nef inh,Runt-SMMHC FRET,FXIIa inh
CC1=CC(=NOC(=O)c2cccc([N+](=O)[O-])c2)C=C(C)C1=O,0,-6,7[fluorescence artefact?],4,0,2,-20,2,37
COCC(=O)Nc1ccc(-c2cn3cccnc3n2)cc1,0,-346,11,-7,-1,-15,10,0,-17
